Bioassay records deposited in PubChem by Broad Institute.
INS-1E GSIS act = primary screen for activators of insulin secretion dependent on glucose, INS-1E cells, GLuc reporter luminescence; INS-1E GLuc reporter insulin secretion, 2-3 h; activation, % at 16.6 µM; 370,000 compounds, 0.61% hits;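 active means lowest replicate activation of at least 40%, so every replicate reaches that level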;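 further: 0% = median of neutral control wells and 100% = median of IBMX positive control wells; some compounds called inactive have numbers as strong as hits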
RAD54 branch = inhibitors of human RAD54 branch migration; Q92698; RAD54 Holliday junction branch migration, FAM/BHQ fluorescence; inhibition, % at 10.4 µM; 360,000 compounds, 0.14% hits;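 active means mean normalized replicate activity at least 40 and at least half of replicates scoring 40 or more; inconclusive means only one of the two criteria met; inactive means mean below 40 and under half of replicates reaching 40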;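 further: 0% = median of neutral control wells and 100% = median of positive control wells; inhibitors cause a drop in the FAM fluorescence signal; in these data hits start at about 50%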
Target sequence (Q92698 whole entry, looked up): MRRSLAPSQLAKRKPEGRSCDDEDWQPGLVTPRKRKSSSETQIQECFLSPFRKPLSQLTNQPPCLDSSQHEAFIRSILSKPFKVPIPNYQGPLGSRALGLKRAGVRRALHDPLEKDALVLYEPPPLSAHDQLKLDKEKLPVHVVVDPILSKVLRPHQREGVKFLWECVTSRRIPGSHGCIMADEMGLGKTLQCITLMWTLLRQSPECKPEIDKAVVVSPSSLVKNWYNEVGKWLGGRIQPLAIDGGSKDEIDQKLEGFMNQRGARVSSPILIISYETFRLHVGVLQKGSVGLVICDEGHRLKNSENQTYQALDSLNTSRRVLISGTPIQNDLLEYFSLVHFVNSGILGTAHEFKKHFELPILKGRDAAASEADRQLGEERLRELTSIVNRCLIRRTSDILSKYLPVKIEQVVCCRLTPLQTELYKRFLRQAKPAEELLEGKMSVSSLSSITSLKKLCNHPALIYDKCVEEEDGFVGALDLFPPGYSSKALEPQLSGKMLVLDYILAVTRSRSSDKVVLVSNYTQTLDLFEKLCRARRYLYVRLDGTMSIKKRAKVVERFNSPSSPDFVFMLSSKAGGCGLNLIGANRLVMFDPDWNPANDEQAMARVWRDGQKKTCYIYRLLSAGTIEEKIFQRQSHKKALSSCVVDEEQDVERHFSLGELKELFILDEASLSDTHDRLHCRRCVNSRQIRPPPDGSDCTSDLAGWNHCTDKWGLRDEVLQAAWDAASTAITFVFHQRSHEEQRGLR
XiGFP reactiv = X-chromosome reactivation activator. activation, % at 7.58 µM. 360,000 compounds, 0.055% hits. XiGFP mouse fibroblasts, % GFP-positive cells imaging, 3 d; cells co-treated with 5-aza-dC sensitizer; scaled so ellipticine positive control = 100%. AID 743238;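 active means mean normalized replicate activation at least 10% and every replicate at or above 10%; inconclusive means only one of the two criteria met; inactive means mean below 10% and not all replicates reach 10%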;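 further: 0% = median of on-plate neutral control wells and 100% = ellipticine 6 µM median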
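System: 68-5-11 XiGFP fibroblast line; Timing: 3 days compound exposure; Compound dosing: one concentration, pinned; Benchmarks: positive control ellipticine, 6 µM final; Buffer or medium: DMEM containing 5-aza-dC.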
RAD52 inh = RAD52 (human) annealing inhibition | P43351 | recombinant RAD52 DNA annealing, FRET fluorescence | inhibition, % at 18.7 µM | 360,000 compounds, 0.46% hits | AID 651710;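 active means every replicate showing at least 50% inhibition; inconclusive means mean inhibition at least 50% but not in every replicate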
E-selectin induc = E-selectin induction on HUVECs; P16581; HUVEC E-selectin immunofluorescence imaging; normalized: neutral wells 0, TNF-alpha wells 100; activation, % at 7.58 µM; 260,000 compounds, 0.37% hits;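 active means mean E-selectin-positive cell signal at least 10% of the positive control, reached in at least 60% of replicates, without over 20% cell loss; inconclusive means no rule given, readout overlaps actives, possibly toxicity-flagged; inactive means the rest, including those meeting only one limit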;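 further: in these data hits start at about 27%; measured in HUVEC primary endothelial cells; signal is the percent of cells scored E-selectin positive by PE staining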
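material = human umbilical vein endothelial cells (HUVEC), E-selectin induction | quantity = 3,000 cells/well | medium = EGM-2 growth medium on 0.1% gelatin-coated wells | technique = immunofluorescence imaging | read-out basis = % PE-positive cells | control set = TNF-alpha positive control, DMSO neutral control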
DENV2 CPE rescue = inhibitors of DENV2 cytopathic effect; DENV2-infected cells, cytopathic effect rescue, plate reader; CPE inhibition, % at 9.99 µM; 350,000 compounds, 1.7% hits; in the data active means CPE inhibition above about 20%, passing the limit was not always enough; inconclusive means no clear call, values can overlap the other calls; tested in BHK-21 cells;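 further: 0% = median of neutral control wells and 100% = median of positive control wells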
CASP6 VEID inh = inhibitors of human caspase-6 | P55212 | purified caspase-6, Z-VEID-R110 cleavage fluorescence | inhibition, % at 12.5 µM | 350,000 compounds, 0.53% hits;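 active means mean inhibition across replicates at least about 35%, with every replicate also reaching that limit, limit read from the data; inconclusive means only one of the two criteria met; inactive means neither criterion met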;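 further: 0% = median of neutral control wells and 100% = no fluorescence left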
Target sequence (P55212 24-179 limits assumed): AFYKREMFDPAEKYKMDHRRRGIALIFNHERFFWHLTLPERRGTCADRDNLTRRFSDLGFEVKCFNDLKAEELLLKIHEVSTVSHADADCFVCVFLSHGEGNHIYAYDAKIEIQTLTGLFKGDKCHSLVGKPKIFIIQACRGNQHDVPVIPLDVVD
Target sequence (P55212 194-293 limits assumed): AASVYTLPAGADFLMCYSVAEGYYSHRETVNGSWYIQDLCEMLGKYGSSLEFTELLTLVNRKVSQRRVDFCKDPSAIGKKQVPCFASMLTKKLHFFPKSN
CFTR F508del cor = correctors of CFTR F508del function in bronchial epithelial cells; CFBE cells, YFP halide quenching; stimulated with forskolin plus potentiator P3; % fluorescence drop versus neutral controls; activity (quench increase), % at 7.58 µM; 350,000 compounds, 0.36% hits; AID 720511;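 active means mean added fluorescence quench of at least 8% versus neutral control, with both replicates also reaching 8%; inconclusive means only one of the mean or replicate conditions met; inactive means mean below 8% and not both replicates reaching 8%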;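 further: cells transiently co-express mutant CFTR-F508del with the halide-sensitive YFP; corrector assay measuring rescue of mutant channel to the surface after 24 h compound exposure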
* = called active by the depositor; ? = inconclusive; . = not tested or not shown. Compounds as they come; about 3.7% have a hit in one of these screens.

SMILES	INS-1E GSIS act	RAD54 branch	XiGFP reactiv	RAD52 inh	E-selectin induc	DENV2 CPE rescue	CASP6 VEID inh	CFTR F508del cor
COc1ccc(S(=O)(=O)N(C)C[C@H]2Oc3c(NC(=O)c4cnccn4)cccc3C(=O)N([C@H](C)CO)C[C@@H]2C)cc1	10.2	-6.8	3.3	-12.0	-2.7	-2.6	1.9	1.7
Cc1cccc(Nc2nc(NCCO)nc(N3CCCC3)n2)c1	14.9	11.6	0.0	-8.7	0.0	2.8	-1.8	0.0
CCOCCCn1c(SCC(=O)NC2CCCCC2)nc2ccccc2c1=O	43.0*	-12.7	0.0	-3.8	-0.1	-2.1	-0.7	1.2
CNc1snc(C)c1C(=O)OC(C)C(=O)Nc1cccc(C)c1 (configuration not stated)	-2.4	1.8	0.1	-4.8	6.2	8.3	-0.4	-3.0
CC(=O)c1cccc(NC(=O)c2cc(-c3ccco3)on2)c1	-0.2	-10.5	0.3	-35.2	.	-5.6	0.3	-0.4
Cc1ccc(/C=N/Nc2cn[nH]c(=O)n2)o1	12.5	.	0.0	-20.0	.	.	1.6	2.2
O=C1NC(=O)C(Cc2cccc(Oc3ccccc3)c2)S1 (configuration not stated)	-30.0	-8.5	0.0	-1.3	-0.4	3.8	1.8	-1.2
CC(C)N1CCN(Cc2ccc3c(c2)Cc2ccccc2-3)CC1CCO (configuration not stated)	-3.8	15.1	0.0	-3.2	.	1.4	-0.9	2.1
Cn1ccnc1SCC(=O)N1CCc2ccccc21	28.8	-6.8	-0.1	-15.2	0.5	-2.6	-1.3	-2.9
O=c1c2ccccc2oc2cc(OCc3ccc(F)cc3)cc(O)c12	-3.0	-0.3	0.1	-14.5	-0.1	4.6	1.3	-2.5
Cc1cc(C(C)(C)C)cc(C)c1S(=O)(=O)N1CCN(C(=O)c2cc([N+](=O)[O-])c[nH]c2=O)CC1	-16.0	5.8	0.3	-14.3	0.2	3.0	5.2	-4.4
Oc1ccccc1-c1cc(C(F)(F)F)nc(-c2ccccc2)n1	3.6	1.9	0.0	-9.7	.	9.5	-2.1	-2.5
C[C@H](CO)N1C[C@H](C)[C@@H](CN(C)C(=O)CCC(F)(F)F)OCCCC[C@H](C)Oc2ccc(NS(=O)(=O)c3ccccc3)cc2C1=O	2.8	2.9	-0.5	5.7	0.2	0.8	1.9	2.5
O=C(CCN1CCCCC1)N/N=C/c1c[nH]c2ccccc12	0.6	.	-0.1	-0.1	-0.1	-3.8	0.1	1.1
COCCn1c(SCC#N)nnc1-c1ccc([N+](=O)[O-])cc1	-6.1	.	0.0	-16.3	.	7.2	-0.4	0.5
CCc1nn(CCCC(=O)NCc2ccccc2Br)c(=O)c2cc3occc3n12	0.8	-5.4	0.0	-14.4	.	10.0	-4.6	-1.1
COc1ccc(NC(=O)CCN2C(=O)c3ccccc3C2=O)cc1	6.6	-1.4	0.1	-5.3	.	0.2	1.0	2.1
O[C@@H]1[C@@H](O)C=C2CCN3Cc4cc5c(cc4[C@H]1C23)OCO5 (some centres not stated)	-14.4	4.7	1.3	7.5	0.6	4.7	0.7	-4.7
O=C(CCNC(=O)c1ccccc1Cl)NN=Cc1ccco1	-3.1	12.0	0.0	-19.8	-0.1	5.7	5.4	-0.9
Cc1ccccc1-n1c(Cn2c(=O)sc3ccccc32)nnc1SCC(=O)Nc1nccs1	1.5	-3.2	0.0	3.6	0.2	-1.6	2.5	-0.5
Cc1ccc(S(=O)(=O)N[C@H]2C=C[C@H](CC(=O)NCc3ccc(Cl)c(Cl)c3)O[C@@H]2CO)cc1	-15.3	-12.1	0.8	-1.0	0.2	4.1	0.6	0.8
O=[N+]([O-])c1ccccc1S(=O)(=O)N1CCCC(C(F)(F)F)C1 (configuration not stated)	2.1	1.8	0.0	-6.2	-0.2	-4.8	0.5	-1.1
CN1CCN(C(=O)C[C@@H]2C[C@@H]3c4cc(NC(=O)Nc5ccc(F)cc5)ccc4O[C@@H]3[C@H](CO)O2)CC1	9.3	4.2	0.0	6.2	-0.6	-6.2	-0.3	-3.5
Cc1oc(C(C)(C)C)cc1C(=O)Nc1ccc(N2CCOCC2)cc1	.	4.0	0.0	-3.7	0.8	-1.4	-0.4	-0.3
COc1cccc(C#Cc2ccc([C@@H]3[C@@H](CO)N(C(=O)c4ccccn4)[C@H]3C#N)cc2)c1	-5.8	6.0	0.0	-18.5	5.4	-0.6	-1.5	2.2
SMILES	INS-1E GSIS act	RAD54 branch	XiGFP reactiv	RAD52 inh	E-selectin induc	DENV2 CPE rescue	CASP6 VEID inh	CFTR F508del cor
CN(C[C@H]1[C@@H](c2ccccc2)[C@H](CO)N1C(=O)C1CCC1)C(=O)c1ccccn1	10.3	-0.9	0.0	-2.2	-0.5	5.7	-0.2	2.3
O=C(C[C@H]1C[C@@H]2c3cc(NS(=O)(=O)c4ccc(F)cc4)ccc3O[C@@H]2[C@H](CO)O1)NCc1ccc(Oc2ccccc2)cc1	-45.0	-1.0	0.0	12.6	-0.5	-7.4	1.0	-3.4
Cc1cccc(OCC(=O)Nc2ccc(NC(=O)c3ccccc3)cc2)c1	14.5	-7.8	0.0	-2.4	0.1	5.1	-5.2	0.8
COc1ccc(CCCC(=O)N/N=C\c2cccs2)cc1	-9.4	.	0.1	4.8	0.2	-1.5	-2.1	-2.3
COc1ccc(CN2C(=O)C(CC(=O)NCC3CCCCC3)CC(C(=O)N(C(C)C)C(C)C)=C2C)cc1 (configuration not stated)	-40.7	-10.2	0.0	-9.3	-7.2	-1.3	-3.6	1.5
CO[C@@H]1CN(C)C(=O)c2ccc(NC(=O)C3CCC3)cc2OC[C@@H](C)N(Cc2ccccn2)C[C@H]1C	-1.9	.	0.0	-1.2	0.1	-4.8	1.4	2.2
CCCNC(=O)N1CC(=O)N2[C@H](C1)[C@H](c1ccc(C#Cc3ccc(F)cc3)cc1)[C@@H]2CO	-11.2	.	0.1	5.0	0.5	13.6	.	4.0
CCC(=O)N1CC2(C1)[C@H](c1ccccc1)[C@H](CO)N2C(=O)c1cccnc1	15.1	.	0.1	-15.2	-0.2	23.9*	0.3	-1.4
C[C@@H]1CN([C@@H](C)CO)C(=O)c2cc(NC(=O)c3ccccc3)ccc2O[C@@H](C)CCCCO[C@@H]1CN(C)Cc1ccc(C(=O)O)cc1	8.4	-4.3	0.1	-3.9	-0.3	-4.9	0.9	0.7
CCCNC(=O)C[C@H]1CC[C@@H]2[C@H](COC[C@H](O)CN2Cc2ccc(Cl)c(Cl)c2)O1	-0.9	2.9	0.4	19.6	0.0	-0.1	0.6	4.3
CCOC(=O)C1ON2CCCCC2C1(O)C(F)(F)F (configuration not stated)	3.5	.	0.0	-9.1	1.3	0.0	-3.7	-3.9
O=c1oc2cc(O)ccc2s1	.	-13.4	0.1	-2.3	1.9	?	2.8	2.2
COc1ccccc1NC(=O)COC(=O)Cc1c[nH]c2ccccc12	18.4	2.2	0.1	-24.1	5.8	-3.8	0.8	-2.9
COCC(=O)N[C@H]1CC[C@@H](CC(=O)N2CCCCC2)O[C@H]1CO	8.6	-2.0	0.2	2.3	0.2	0.5	-0.9	-0.8
COc1ccc(NC(=O)COc2cccc3c2OC(C)(C)C3)c(OC)c1	2.5	-3.9	0.1	0.9	.	0.0	1.5	-0.7
CC(C)NC(=O)N1C[C@@H]2[C@H](c3ccccc31)[C@H](CO)N2C(=O)c1ccccc1	9.8	2.9	-0.1	-9.9	-0.1	?	-3.8	1.0
COc1ccc(C)cc1N(CC(=O)Nc1ccc(S(=O)(=O)N2CCOCC2)cc1)S(C)(=O)=O	-8.4	-3.0	0.2	-7.4	0.1	24.4*	-1.9	-1.7
C[C@@H]1CN([C@@H](C)CO)S(=O)(=O)c2ccc(C#Cc3ccncc3)cc2O[C@@H]1CN(C)C(=O)c1ccncc1	8.0	-7.6	-0.3	-24.4	0.1	1.0	-0.9	-0.6
CCCCCNC(=O)C(c1ccc(OC)cc1)n1c(=O)c(-c2ccco2)nc2ccccc21 (configuration not stated)	2.7	.	0.2	-21.2	0.5	1.9	4.0	-1.0
CCn1c(C)cc(C(=O)CSc2nnc(C3CC3)n2C2CC2)c1C	-2.8	17.1	-0.2	-30.8	0.0	3.3	2.1	-0.9
CC(=O)N(C)C[C@H]1Oc2cc(C#CCN(C)C)ccc2S(=O)(=O)N([C@@H](C)CO)C[C@H]1C	3.5	-13.9	0.0	0.1	0.0	-2.7	0.0	0.0
O=C(O)C[C@@H]1CC[C@H](NC(=O)Nc2cc(F)ccc2F)[C@H](CO)O1	-4.8	4.9	0.5	7.2	-0.4	-0.3	-2.5	0.6
C/C=C/c1cnc2c(c1)C(=O)N([C@@H](C)CO)C[C@H](C)[C@H](CN(C)CC1CCOCC1)O2	10.9	2.5	0.0	13.9	-0.1	3.1	-1.8	0.6
CN1CCN(C(=O)C[C@H]2CC[C@H]3[C@@H](COC[C@H](O)CN3CC3CCCC3)O2)CC1	8.6	.	0.0	16.3	0.0	2.1	-4.3	0.1
Cc1ccc(N2CC(NS(=O)(=O)c3cccnc3)CC2=O)cc1C (configuration not stated)	-3.7	.	0.0	-14.8	0.0	6.8	-0.3	-3.8
SMILES	INS-1E GSIS act	RAD54 branch	XiGFP reactiv	RAD52 inh	E-selectin induc	DENV2 CPE rescue	CASP6 VEID inh	CFTR F508del cor
COc1ccc2c(c1)CC[C@@H]1[C@@H]2CC[C@]2(C)C(=O)CC[C@@H]12	.	4.0	-0.3	-16.0	-0.2	2.2	0.3	-10.5
Cc1ccc2nc(N3CCC(C(=O)NC4CCCCC4)CC3)sc2c1	-2.1	-4.4	0.1	3.1	-0.4	2.9	1.1	-1.3
C[C@H]1CN([C@@H](C)CO)C(=O)c2cccc(NS(=O)(=O)c3ccccc3)c2O[C@H]1CN(C)Cc1ccncc1	22.2	3.9	-1.0	-2.2	-0.2	?	0.8	2.7
C[C@@H]1CCCCO[C@@H](CN(C)S(=O)(=O)c2ccccc2)[C@H](C)CN([C@H](C)CO)C(=O)c2cc(NC(=O)NC3CCCCC3)ccc2O1	-9.0	-2.0	0.0	-12.3	0.2	5.5	1.2	-0.6
CN(C)CC(=O)Nc1ccc2c(c1)[C@@H]1C[C@@H](CC(=O)NC3CCCC3)O[C@@H](CO)[C@@H]1O2	-2.3	6.9	0.6	-12.4	-0.5	-3.2	-0.9	-2.3
CC(C)CN(CC(C)C)C(=O)CN1C(=O)NC2(CCc3ccccc3C2)C1=O (configuration not stated)	-11.2	-0.7	0.0	-4.4	0.2	-0.2	-2.8	0.1
N#C[C@@H]1[C@@H](c2ccccc2-c2cccc(F)c2)[C@H](CO)N1C(=O)C1CCOCC1	8.8	.	0.0	6.1	-0.1	-6.0	-2.1	0.0
CO[C@H]1CN(C)C(=O)c2cc(NC(=O)C3CC3)ccc2OC[C@H](C)N(CC2CC2)C[C@H]1C	20.6	-7.9	0.0	-9.0	-0.3	-4.4	4.5	0.7
COc1ccc(NC(=O)CSc2nnnn2C2CCCC2)cc1S(=O)(=O)N1CCOCC1	-13.3	-9.3	-0.1	-49.6	-0.1	2.2	4.1	1.0
